High-throughput results from PubChem.
K1F lysis inhibition – inhibition of K1F phage lysis, E. coli UTI89, bacterial capsule biogenesis inhibitors, alamar blue (AID 488966) | 340,000 tested, 0.02% active | inhibition, % at 100 µM; hits with a dose series show IC50 in µM | E. coli UTI89 K1F phage lysis, alamar blue, 2 h; higher % means a stronger effect;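 active means phage lysis inhibition, versus mean bacterial control, above a set limit; inconclusive means no clear call, values can overlap the other calls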;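 further: capsule biogenesis inhibitors block K1F phage lysis so surviving cells raise fluorescence; higher fluorescence means more inhibition of phage lysis; actives were called in the ten point dose series up to 300 µM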
NS5 inhibitors – Dengue-2 NS5 methyltransferase inhibitors, primary screen, biochemical, confirmation dose response (AID 588689); Genome polyprotein (Dengue virus type 2 (strain 16681-PDK53)); Dengue-2 NS5 methyltransferase capping enzyme assay, biochemical; higher % means a stronger effect; inhibition, % at 25 µM, or IC50 in µM where a hit was titrated; 340,000 tested, 0.3% active; in the data active means a potency from the dose series; inconclusive means inhibition above about 29% without an active follow-up result
WT yeast gro inh – growth inhibition of WT strain, primary screen, mitochondrial fusion inhibitor project, WT and mutant strains, chemical genetic | inhibition, % at 10 µM | 190,000 tested, 2.1% active | mitochondrial fusion phenotypic screen | AID 1362, 2008; in the data active means inhibition above about 58%; tested in S. cerevisiae
XIAP antagonists – XIAP antagonists, biochemical, IAP family, fluorescence polarization (AID 1018); E3 ubiquitin-protein ligase XIAP (Homo sapiens); XIAP BIR domain, fluorescence polarization peptide displacement; higher % means a stronger effect; displacement, % at 20 µM; hits with a dose series show IC50 in µM; 200,000 tested, 0.007% active; in the data active means displacement above about 50%; further: a part of the inactive calls stands beside numbers as strong as those of hits
Yfh1-depleted yeast – enhancers of respiration in Yfh1-depleted yeast, dose response, Friedreich's ataxia, plus single-dose screen (AID 1465); 220,000 tested, 0.074% active; fold induction at 50 µM; hits with a dose series show EC50 in µM; S. cerevisiae Yfh1-off respiration, WST-1 reduction, 72 h; higher fold induction means a stronger effect;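 active means fold induction of absorbance versus untreated yeast above a set limit, then at least 30% activation at any dose in follow-up; inconclusive means repeats straddling the limit, or above it without dose testing; inactive means fold induction below the set limit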;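 further: activators that raise dye reduction in frataxin-depleted yeast; strong numbers were not always called active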
West Nile virus CPE – West Nile virus antiviral activity, cell-based, CPE readout (AID 1621) | CPE inhibition, % at 10 µM; hits with a dose series show IC50 in µM | 290,000 tested, 0.02% active | West Nile virus-infected cells, CPE inhibition; higher % means a stronger effect; in the data active means a potency from the dose series; inconclusive means CPE inhibition mostly from about 3.7% at the one dose, without a potency; inactive means the rest, 99 in 100 with CPE inhibition below about 2.2%; further: strong numbers were not always called active
RSV CPE inhibition – RSV antiviral activity via CPE protection, HEp-2 cells, primary 10 µM value included (AID 2391); HEp-2 cells, RSV-induced CPE inhibition; higher % means a stronger effect; one-dose CPE inhibition, % at 10 µM; IC50 in µM for titrated hits; 310,000 tested, 0.13% active; in the data active means a potency from the dose series; inconclusive means CPE inhibition mostly from about 23% at the one dose, without a potency; inactive means the rest, 99 in 100 with CPE inhibition below about 21%; further: strong numbers were not always called active
Large T inhibition – SV40 large T antigen inhibitors, biochemical (AID 1903); inhibition, % at 20 µM, or IC50 in µM where a hit was titrated; 310,000 tested, 0.39% active; SV40 large T antigen ATPase/helicase inhibition assay; higher % means a stronger effect; in the data active means a potency from the dose series; inconclusive means inhibition mostly from about 32% at the one dose, without a potency; inactive means the rest, 99 in 100 with inhibition below about 32%; further: strong numbers were not always called active
ER stress rescue – rescue of cells from ER stress-induced death, primary screen, 384-well, CSM14.1, thapsigargin, ATP luminescence (AID 1222). CSM14.1 thapsigargin-induced death rescue, ATP luminescence; higher % means a stronger effect. 190,000 tested, under 10 active. cellular ATP content (survival), % at 20 µM, or EC50 in µM where a hit was titrated;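 active means EC50 below 50 µM in the dose-response confirmation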;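 further: death triggered by thapsigargin at about 15 µM added after 2 h compound pretreatment; cell ATP read after overnight thapsigargin exposure of roughly 18 to 22 hours; normalized against plate controls of thapsigargin alone and 5% DMSO vehicle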
WT yeast gro inh mutant strain – second read-out of WT yeast gro inh, no call of its own (marks repeat the call); inhibition, %; mitochondrial fusion phenotypic screen, mutant strain inhibition
NS5 inhibitors pilot replicate – second read-out of NS5 inhibitors, no call of its own (marks repeat the call); inhibition, %; measured here: pilot screen replicate inhibition
Active calls of the source: *; i = inactive; ? = inconclusive; · = not tested or not shown; [ ] = remark or other dose.

The opening two compounds as a preview:
SMILES | K1F lysis inhibition | NS5 inhibitors | WT yeast gro inh | WT yeast gro inh mutant strain | XIAP antagonists | Yfh1-depleted yeast | West Nile virus CPE | RSV CPE inhibition | Large T inhibition | ER stress rescue | others
Cc1oc(-c2cccc(Cl)c2)[n+]([O-])c1C | 6.1% | 0.0% | 1.1 | -1.9 | 2.6% | · | -0.2% | 1.7% | 8.8% | -0.7%
O=C(/C=C/c1ccc(OCCCF)cc1)Nc1ccnc(-c2ccncc2)n1 | -0.2% | -0.8% | 1.7 | 9.0 | -4.5% | i | 0.5% | 9.2% | 9.1% | -1.0%

This part in full, from the first entry:
SMILES | K1F lysis inhibition | NS5 inhibitors | WT yeast gro inh | WT yeast gro inh mutant strain | XIAP antagonists | Yfh1-depleted yeast | West Nile virus CPE | RSV CPE inhibition | Large T inhibition | ER stress rescue | others
Cc1oc(-c2cccc(Cl)c2)[n+]([O-])c1C | 6.1% | 0.0% | 1.1 | -1.9 | 2.6% | · | -0.2% | 1.7% | 8.8% | -0.7%
O=C(/C=C/c1ccc(OCCCF)cc1)Nc1ccnc(-c2ccncc2)n1 | -0.2% | -0.8% | 1.7 | 9.0 | -4.5% | i | 0.5% | 9.2% | 9.1% | -1.0%
CCOc1ccccc1C(=O)Nc1ccc2nc3n(c(=O)c2c1)CCCCC3 | -0.1% | -4.5% | · | · | · | · | 0.7% | 18.0% | 11.9% | ·
COC(=O)/C=c1\sc2ncnn2c1=O | -1.1% | 6.7% | -6.1 | -9.8 | -3.5% | i | 0.5% | -2.5% | 18.5% | -0.2%
NS(=O)(=O)c1ccc(CCNC(=O)c2ccc3ccccc3n2)cc1 | 0.5% | -10.7% | -7.7 | 8.1 | -3.0% | i | 0.1% | 3.2% | 24.4% | -0.4%
COC(=O)C1C(O)=C(C=Nc2ccc3ccccc3c2)C(=O)CC1(C)C (stereo unspecified) | -0.1% | -6.2% | -11.1 | 14.8 | -0.7% | i | 0.3% | 0.5% | 18.4% | -0.1%
COc1ccc(Br)cc1/C=C/C(=O)NCC(=O)O | 0.1% | -4.7% | -12.3 | 2.2 | -3.9% | i | 0.7% | 1.3% | 12.7% | -13.3%
COc1cccc(/C=C/C(=O)OCC(=O)Nc2ccc(Cl)c(S(=O)(=O)N(C)C)c2)c1OC | 0.5% | -5.5% | 17.9 | -11.5 | -3.5% | i | -0.3% | -0.1% | 3.6% | -0.5%
C=CCNc1nnc(SC2CC(=O)N(c3ccc(OC)cc3)C2=O)s1 (stereo unspecified) | -9.5% | -22.6% | 2.4 | 14.4 | -6.0% | i | 0.3% | 0.2% | 50.9% | -2.5%
Cc1ccc(C(=O)NCC(=O)NCC(c2cccs2)N2CCOCC2)cc1C (stereo unspecified) | -0.5% | -6.7% | · | · | · | · | · | -0.7% | 14.9% | ·
C=CCNC(=O)/C(C#N)=C/c1c(C)nn(-c2ccc(Cl)cc2)c1Cl | 0.0% | -0.9% | 13.5 | -1.3 | -8.5% | i | -1.2% | 1.6% | 2.7% | -1.4%
CCN(CCn1cccn1)C(=O)CC1C(=O)NCCN1CCc1ccccc1 (stereo unspecified) | 0.1% | 2.6% | · | · | · | · | -0.1% | 0.7% | 16.1% | ·
O=C(CCCOc1ccc(Cl)cc1)NCCc1ccccc1 | 0.2% | -7.8% | · | · | · | · | -0.3% | 1.5% | 8.1% | · | NS5 inhibitors pilot replicate=4.2
O=C(CSc1nnc(CNC(=O)c2cccc(C(F)(F)F)c2)o1)NCC1CCCO1 (stereo unspecified) | 0.3% | 3.2% | · | · | · | · | 0.1% | 1.7% | 17.1% | ·
CCN1CCN(C(CNC(=O)c2ccc3c(c2)OCO3)c2cccnc2)CC1 (stereo unspecified) | 1.5% | 0.7% | 9.6 | -2.6 | -3.0% | i | 0.3% | 1.1% | 10.8% | ·
CCOC(=O)CNc1nc(C#N)nc(N2CCOCC2)n1 | 4.4% | -4.8% | -21.2 | -24.6 | -4.2% | i | 1.0% | 1.1% | 4.2% | 0.8%
O=[N+]([O-])c1ccc(N2CCCCCC2)c(S(=O)(=O)N2CCCCC2)c1 | 0.5% | -4.0% | -0.3 | 1.8 | -1.8% | i | -0.7% | 0.9% | 0.8% | -1.0%
COc1ccc(OC)c2c(=O)cc(C(=O)O)[nH]c12 | · | · | · | · | · | i | 0.3% | 1.7% | 2.9% | ·
COc1ccc(-c2cc(C(F)(F)F)n3nc(C(=O)N4CCCCC4)cc3n2)cc1 | -1.0% | -6.3% | 9.2 | 15.4 | -3.4% | i | -0.4% | ? | -1.2% | 0.4%
CC(C)NC(=S)Nc1c(N)[nH]c(=O)[nH]c1=O | 0.2% | -14.1% | · | · | · | i | 0.2% | 0.5% | 12.2% | ·
CCOC(=O)Cc1cc(=O)[nH]c(=O)[nH]1 | 0.1% | -8.0% | -6.6 | -4.2 | -7.0% | i | 0.5% | 1.3% | 14.6% | -2.0%
O=C(Nc1cccc(Cl)c1)O/N=C\c1ccncc1 | 0.6% | 0.7% | -21.5 | -21.6 | -17.2% | i | -0.1% | 2.5% | 1.7% | -3.2%
CCOC(=O)c1ccc2nc(CCC(=O)N[C@H](C(=O)OC)C(C)C)c(=O)n(CC)c2c1 | 0.1% | -6.1% | -3.5 | -3.2 | -7.5% | i | -0.3% | 2.5% | 5.6% | ·
COc1ccccc1CC(=O)N1CCN(c2ccc(F)cc2)CC1 | 6.3% | 3.1% | · | · | · | · | · | 1.8% | 1.2% | ·
Cc1ccccc1C(=O)N1CCc2c([nH]c3ccccc23)C1C(F)(F)F (stereo unspecified) | -2.7% | 3.1% | · | · | · | i | -0.6% | · | 4.2% | ·
CCOC(=O)C1CCN(c2nc(-c3ccc(C)cc3)nc3ccccc23)CC1 | 0.4% | 0.0% | 71.0* | 33.9* | -2.8% | i | 0.0% | 2.0% | 11.3% | -0.8%
Cc1ccc(NC(=O)N2C3CCCC2CC(NC(=O)C2CC2)C3)cc1 (stereo unspecified) | 0.9% | -1.6% | · | · | · | · | 0.1% | 2.1% | 4.5% | ·
Cc1nn(C)c(C)c1/C=N/N=C1\CCC2C3CCc4cc(O)ccc4C3CCC12C (stereo unspecified) | 0.2% | -1.4% | 5.3 | 11.9 | -32.8% | · | · | 6.6% | 0.9% | 1.2%
O=C(COC(=O)c1cc(Cl)ccc1O)NCC1CCCO1 (stereo unspecified) | 1.0%[50 µM] | -1.5% | · | · | · | · | · | 3.1% | 15.5% | ·
O=C(CNC1C(=O)Nc2ccccc21)Sc1ccccc1 (stereo unspecified) | 2.2% | -7.3% | -5.2 | -3.2 | -6.2% | i | 0.5% | 2.7% | 8.9% | -3.7%
Cc1c(O)ccc2c(=O)c(Oc3ccccc3)coc12 | 2.4%[50 µM] | -5.9% | · | · | · | · | -0.6% | 2.5% | 6.8% | ·
CC(=O)c1nn(-c2cccc(Cl)c2)cc1C(=O)c1ccco1 | 0.4% | · | 2.4 | -2.9 | -3.3% | i | 0.8% | 1.3% | 4.6% | -0.3%
Fc1ccc(NC(=S)Nc2cc(-c3ccccc3)[nH]n2)cc1Cl | -0.4% | -5.9% | 46.2 | 31.2 | -0.9% | i | -0.9% | ? | 4.3% | 1.5%
Cc1cc(NC(=O)CSc2nnc(-c3cccc(Cl)c3)o2)no1 | 0.0% | 7.4% | · | · | · | · | -0.7% | 2.8% | 15.5% | ·
COC(=O)c1cn(-c2nc(C)c3c(n2)CCC3)nn1 | 0.1% | -8.3% | -8.3 | 16.2 | -4.6% | i | 0.8% | -2.8% | -1.8% | -0.6%
COc1ccc(NC(=O)c2cc(-c3ccncc3)nc3ccc(Br)cc23)cc1OC | 1.0%[50 µM] | -5.8% | · | · | · | · | 0.0% | 3.0% | 7.0% | ·
CCN(Cc1ccccc1)C(=O)Cn1c(=O)n(CC(=O)N2CCCCC2)c(=O)c2sccc21 | 0.0% | -9.1% | · | · | · | · | -0.2% | 0.4% | 8.7% | ·
CN(C)c1ccc(C2CNC(c3ccc(Cl)c([N+](=O)[O-])c3)c3[nH]c4ccccc4c32)cc1 (stereo unspecified) | 0.5% | -4.6% | · | · | · | i | -0.3% | 4.5% | ? | ·
CC(C)C(C)(C#N)NC(=O)CN1C(=O)NC2(CCCc3ccccc32)C1=O (stereo unspecified) | -0.1% | -0.6% | · | · | · | · | 0.0% | 1.1% | 23.4% | ·
Cc1ccc(C2c3[nH]c4ccccc4c3C[C@H]3C(=O)N(c4ccccc4C(=O)N4CCC[C@H]4C(=O)O)C(=O)N23)cc1 (stereo partly specified) | 3.5% | 6.5% | · | · | · | · | 0.6% | 2.5% | 8.5% | ·
COc1ccc2ccccc2c1CNCCCN1CCOCC1 | 0.2% | -3.8% | 20.7 | 1.6 | 14.2% | i | -0.2% | -1.8% | 12.1% | 0.3%
O=C(/C=C/c1cccc([N+](=O)[O-])c1)NC(=S)Nc1ccccc1C(=O)O | · | · | -3.6 | -0.9 | -8.0% | i | -0.2% | · | 31.4% | 1.0%
COc1ccc(-c2nnc(NC(=O)C(C)C)o2)cc1 | -0.1% | -0.7% | 0.9 | -12.9 | -4.0% | i | 0.4% | 2.4% | -0.3% | -0.3%
CNC(=S)N(Cc1cc2ccc(OC)cc2[nH]c1=O)CC1CCCO1 (stereo unspecified) | 4.2% | 5.2% | -4.2 | -0.8 | 13.4% | i | -0.8% | 0.7% | 3.0% | 0.4%
COc1ccc(NC(=O)C(=O)c2cn(CC(=O)N3CCCC3)c3ccccc23)c(OC)c1 | 0.5% | -3.9% | · | · | · | · | 1.0% | 2.0% | 27.7% | ·
O=C(NCCc1ccncc1)Nc1ccc(Cl)c(Cl)c1 | 0.5% | -5.2% | 2.4 | -1.3 | -3.6% | i | -0.6% | 7.5% | 8.8% | -1.6%
CC1CCC(C(C)C)C(OC(=O)COC(=O)c2ccc(N)cc2)C1 (stereo unspecified) | 0.1% | -3.6% | 31.8 | -2.8 | 2.1% | i | -0.5% | 4.5% | 10.0% | 1.5%
Cc1c(C(=O)N2CCCCC2)c(S(=O)(=O)N(C)Cc2ccco2)c(C)n1C | 0.2% | -9.8% | · | · | · | · | -0.3% | 1.4% | 4.8% | ·
Cc1cc(C(=O)NNC(=S)Nc2ccccc2C)cs1 | 0.0% | 12.1% | 10.4 | -6.5 | -21.7% | i | 1.2% | 0.9% | 11.6% | -0.8%
O=C(NCCOc1ccc(F)cc1)C1CCC(=O)N(CCc2ccccn2)C1 (stereo unspecified) | -1.6%[50 µM] | -0.6% | · | · | · | · | -0.1% | 0.5% | 7.8% | ·
NC(=O)NC(=O)COC(=O)c1cccnc1Nc1ccccc1F | 0.3% | -3.1% | · | · | · | i | 0.6% | -0.5% | 7.7% | ·
CCN(C(=O)C1CCCN(c2nc(-c3ccc(OC)cc3)no2)C1)c1ccc(OC)cc1 (stereo unspecified) | 6.9% | -5.1% | · | · | · | · | -1.2% | 2.6% | · | ·
